# SNCA expr inh: inhibitors of alpha-synuclein (SNCA) gene expression. actives 0.17% (n = 140,000). AID 1671194. Potency, µM (titrated, usually from 57.2 µM), without a hit: at the top dose activity change, negative = inhibition, hits mostly inhibitors. HEK-293 SNCA-luciferase knock-in, luminescence, 24 h;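 also: potency is read from the fitted curve at half-maximal effect; plate controls were DMSO cells for no effect and cell-free wells for full effect; nearly all actives have a fitted effect of over 45% in size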
# GPT2 inhibitor: inhibitors of human GPT2 alanine aminotransferase. Recombinant GPT2, coupled pyruvate oxidase/HRP Amplex Red fluorescence. Potency, µM (doses to about 57.7 µM), inactives show at the top dose activity change, negative = inhibition, hits mostly inhibitors. actives 0.25% (n = 100,000). AID 1671188; also: potency is read from the fitted curve at half-maximal effect; nearly all actives have a fitted effect of over 60% in size; many of its hits are not listed in these tables
# Target sequence (Q8TD30 whole entry, looked up): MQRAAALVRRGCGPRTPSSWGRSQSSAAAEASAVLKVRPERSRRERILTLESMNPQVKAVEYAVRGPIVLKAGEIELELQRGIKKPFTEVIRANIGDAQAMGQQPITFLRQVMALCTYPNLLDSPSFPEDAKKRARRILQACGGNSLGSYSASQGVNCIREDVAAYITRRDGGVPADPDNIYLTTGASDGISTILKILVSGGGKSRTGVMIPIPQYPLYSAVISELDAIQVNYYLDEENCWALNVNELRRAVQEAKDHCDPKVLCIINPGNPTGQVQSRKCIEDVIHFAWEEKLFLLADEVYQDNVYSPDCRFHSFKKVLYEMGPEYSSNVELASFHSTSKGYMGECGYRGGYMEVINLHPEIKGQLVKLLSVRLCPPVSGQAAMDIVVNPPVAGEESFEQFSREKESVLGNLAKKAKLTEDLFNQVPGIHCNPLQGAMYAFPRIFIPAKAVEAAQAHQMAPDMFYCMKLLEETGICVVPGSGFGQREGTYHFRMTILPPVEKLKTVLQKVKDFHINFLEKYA
#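 GPT2 10ng/uL, a-KG 250uM, L-Ala 2mM, HEPES pH7.5 + 0.0001% Tween; 30 min RT. Then Amplex mix (PO/HRP/ThPP), 30 min RT dark, fluorescence. AOA 50uM used as positive control.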
# Luciferase inh: inhibitors of firefly (Photinus pyralis) luciferase | P08659 | purified P. pyralis luciferase, luminescence, biochemical | Potency, µM (highest dose often 115 µM), inactives show at the highest dose activity change, negative = inhibition, actives largely listed as inhibitors | actives 2.5% (n = 76,000) | AID 1347043; also: potency is read from the fitted curve at half-maximal effect; nearly all actives have a fitted effect of over 65% in size
#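 FLuc 10nM, D-luciferin 10uM, ATP 10uM, Mg acetate 10mM, Tris acetate pH 7.5, Tween/BSA; cpd qHTS; enzyme added last; CCD luminescence.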
# HEK293 tox: cytotoxic compounds in HEK 293 cells; actives 6.6% (n = 94,000); HEK 293 viability, ATP luminescence (CellTiter-Glo), 48-72 h; Potency, µM (series often up to 115 µM), for the others: at the top dose activity change, negative = cytotoxicity, usual class: inhibitors; also: potency is read from the fitted curve at half-maximal effect; nearly all actives have a fitted effect of over 60% in size
#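 qHTS cytotoxicity; HEK 293, 250 cells/well; compound pinned; 48 or 72 hr, 37 degree Celsius, 5% CO2, 95% humidity; CellTiter-Glo, 10 min RT; luminescence (ATP).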
# SNCA viab count: counter-screen for SNCA expression inhibitors: cell viability | HEK-293-SNCA-luc viability, GF-AFC fluorescence, 24 h | Potency, µM (series often up to 57.1 µM), for inactives: at the top dose activity change, negative = cytotoxicity, hits mostly cytotoxic | actives 0.12% (n = 150,000) | AID 1671193;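 also: potency is read from the fitted curve at half-maximal effect; 0% = DMSO-treated cells and -100% = medium-only wells without cells; nearly all actives have a fitted effect of over 30% in size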
#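 HEK-293-SNCA-luc cells (1500/well) plated 24 h, then exposed 24 h to a dilution series; GF-AFC added 30 min at 37C, fluorescence 405/540 nm; normalised to medium-only and DMSO wells, Hill fit.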
# IP6K1 inhibitor: inhibitors of human IP6K1 | IP6K1 kinase, ADP-Glo luminescence, 2 h; hits give low values | activity change, % (series mostly up to about 58 µM) | actives 0.81% (n = 140,000) | Q92551; in the data active = activity change below about -25%
# Target sequence (Q92551 whole entry, looked up): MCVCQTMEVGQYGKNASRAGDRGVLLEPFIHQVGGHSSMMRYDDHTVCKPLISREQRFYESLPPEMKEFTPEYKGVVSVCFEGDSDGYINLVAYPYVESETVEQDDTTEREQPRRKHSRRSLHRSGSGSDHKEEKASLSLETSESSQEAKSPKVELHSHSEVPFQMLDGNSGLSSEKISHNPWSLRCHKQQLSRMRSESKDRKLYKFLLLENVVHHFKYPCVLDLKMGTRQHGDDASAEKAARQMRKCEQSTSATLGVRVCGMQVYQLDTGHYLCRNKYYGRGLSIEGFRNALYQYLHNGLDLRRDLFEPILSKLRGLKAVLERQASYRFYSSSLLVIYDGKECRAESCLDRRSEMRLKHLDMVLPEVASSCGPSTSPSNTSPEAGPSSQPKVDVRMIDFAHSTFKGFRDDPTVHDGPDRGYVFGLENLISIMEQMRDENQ
#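 ADP-Glo luminescence measures ADP made by human IP6K1 during a 2 h RT reaction with ATP/IP6 (mix at 1.3 mM/130 uM); top library doses 57.5 and 19.1 uM final.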
# NIH3T3 tox: kills NIH 3T3 cells. NIH 3T3 viability, CellTiter-Glo ATP luminescence, 48-72 h. Potency, µM (series often up to 96.7 µM), without a hit: top-dose activity change, negative = cytotoxicity, most hits filed as inhibitors. actives 4.3% (n = 94,000). AID 1345082; also: potency is read from the fitted curve at half-maximal effect; nearly all actives have a fitted effect of over 55% in size
#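 Cells were seeded at 400 per well, treated with pin-transferred compound, and kept 48 or 72 hr at 37 °C before CellTiter-Glo addition and luminescence imaging of cellular ATP.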
# * marks the source's active call; other numbers are inactive results; i = inactive; ? = inconclusive; nt = no result given; [ ] = remark or other dose. Unless noted, calls follow the shape of the dose curve; as a rule, active = well fitted curve in the direction sought with a large enough effect; inconclusive = small, poorly fitted or top-dose-only effect, or another doubt; inactive = no such curve, though single readings can be large; an effect the other way counts as inactive or inconclusive. Unless noted, % is scaled to controls: 0 for no effect and ±100 for the full control effect. An excerpt; the hit share may differ from the screen's.
mol	SNCA expr inh	GPT2 inhibitor	Luciferase inh	HEK293 tox	SNCA viab count	IP6K1 inhibitor	NIH3T3 tox
CCCN(CCC)CCc1c[nH]c2ccc(C(N)=O)cc12	12.2%	-9.6%	nt	nt	5.4%	nt	nt
O=C(Nc1ccc(=O)n2c1[C@@H]1C[C@@H](CN(C(=O)NC3CCCCC3)C1)C2)c1ccco1	-18.2%[87.6 µM]	-33.6%[88.5 µM]	5.7%[172 µM]	i	-3.3%[87.6 µM]	-0.9	1.0%[174 µM]
CC(C)NC(=O)NC[C@H]1C[C@@H]2CCN1C[C@@H]2CN1CCN(c2ncccn2)CC1	9.3%[87.6 µM]	i	6.8%[172 µM]	-2.2%[172 µM]	2.3%[87.6 µM]	-7.6	-8.8%[174 µM]
O=C(NCc1cccnc1)[C@H]1CN2CCC1C[C@@H]2Cn1cc(-c2ccc(-c3ccccc3)cc2)nn1 (stereo partly specified)	-24.3%	i	-22.1%	-21.3%	-1.0%	3.2	-44.2%
CCOC(=O)CCNC(=O)N1[C@H]2CC[C@@H]1c1cnc(-c3ccc(F)cc3)nc1C2	-7.2%	i	nt	?	-14.8%	-1.8	-21.4%
Cc1ncc2n1-c1ccc(Cl)cc1C(c1ccccc1F)=NC2	-36.0%[25.6 µM]	?	nt	nt	-6.7%[23.9 µM]	-3.1	nt
Nc1ccc(Cl)cc1C(=O)c1ccccc1F	-12.2%[25.6 µM]	-5.5%	nt	nt	-8.0%[23.9 µM]	24.5	nt
N#Cc1cc([N+](=O)[O-])ccc1NC(=O)c1cccn(Cc2cccc(F)c2)c1=O	9.6%	nt	nt	nt	12.3%	-8.2	nt
CN[C@@H]1Cc2cccc3[nH]c(=O)n(c23)C1	8.9%	i	nt	nt	4.2%	nt	nt
Cc1nc(-c2ccccc2)cc([C@H]2CN3CC[C@H]2C[C@@H]3CNC(=O)NC(C)C)n1	-7.8%[87.6 µM]	-14.7%[88.5 µM]	2.5%[172 µM]	?	-11.6%[87.6 µM]	12.9	?
COc1ccc(OC)c(S(=O)(=O)NC[C@H]2C[C@@H]3CCN2C[C@@H]3c2cc(-c3cccs3)nn2C)c1	-4.9%	0.7%	-6.1%	?	2.9%	-10.7	79.4µM*
c1ccc(C2(c3ccccc3)OC[C@@H]([C@H]3CCCCN3)O2)cc1	nt	i	nt	nt	14.5%	-12.7	nt
Cc1ccc(CC(=O)N2CCN(C3CCN(Cc4cccnc4)C3=O)CC2)cc1 (stereo unspecified)	4.0%	i	-15.2%	?	1.3%	3.8	?
COc1cc2c(cc1OCc1ccccc1)NC(=O)C21CCN(Cc2c(C)noc2C)CC1	31.4%[activator]	-20.7%	?	25.1µM*	-22.4%	-17.0	?
O=[N+]([O-])O[C@H]1CO[C@H]2[C@@H]1OC[C@H]2O[N+](=O)[O-]	-13.4%[25.6 µM]	i	nt	nt	-19.5%[23.9 µM]	28.0	nt
O=C(Nc1ccc(Br)cc1C(=O)c1ccccc1Cl)c1ccc(Br)cc1	14.7%	nt	nt	nt	5.4%	31.1	nt
O=[N+]([O-])c1ccc(Cl)nc1N1CC2CCC(C1)N2CC(F)(F)F	-0.2%	?	nt	39.8µM*	?	16.0	?
Nc1ccc(N=Nc2ccccc2)cc1	102.0%[activator]	-8.7%[88.5 µM]	nt	nt	-2.8%	12.6	nt
CC(C)NC(=O)[C@H]1CN2CCC1C[C@@H]2Cn1cc(CSc2ccccc2)nn1 (stereo partly specified)	0.5%[87.6 µM]	i	0.1%[172 µM]	-6.4%[172 µM]	-2.3%[87.6 µM]	-1.5	-4.4%[174 µM]
CN(C)Cc1cn(C[C@H]2CC3CCN2C[C@@H]3C(=O)NC2CCCCC2)nn1 (stereo partly specified)	9.6%[87.6 µM]	0.4%[88.5 µM]	-1.9%[172 µM]	-1.2%[172 µM]	-25.9%[87.6 µM]	7.3	-1.2%[174 µM]

mol	SNCA expr inh	GPT2 inhibitor	Luciferase inh	HEK293 tox	SNCA viab count	IP6K1 inhibitor	NIH3T3 tox
O=C(Nc1ccccc1)[C@H]1CN2CCC1C[C@@H]2Cn1cc(CO)nn1 (stereo partly specified)	12.1%[87.6 µM]	4.5%[88.5 µM]	-1.4%[172 µM]	-2.8%[172 µM]	-2.4%[87.6 µM]	-5.3	0.0%[174 µM]
CC(=O)N1CC2(CCCN2Cc2ccccn2)Cc2ccccc21 (stereo unspecified)	0.2%	1.5%	nt	-5.4%	-1.3%	-4.9	2.0%
CCC(CC)c1cc([C@H]2CN3CC[C@H]2C[C@@H]3CNC(=O)CSCC(=O)O)nc(-c2ccncc2)n1	-11.8%	i	-7.6%	?	5.4%	3.4	?
COc1ccc([S+](=O)([O-])N2CC3(CCN(CC(=O)O)CC3)c3cc(OC)c(OCC4CCCC4)cc32)cc1	-20.4%	1.8%	-4.5%	?	-11.1%	-8.5	?
NNC(N)=O	-6.5%	?	nt	nt	5.0%	nt	nt
c1ccc(CC2CN3CCCC3CN2)cc1 (stereo unspecified)	-12.2%[87.6 µM]	-2.5%[88.5 µM]	nt	i	8.2%[87.6 µM]	-5.7	-2.9%[174 µM]
O=c1c2ccccc2nc(/C=C/c2cccc3ccccc23)n1-c1ccc(Cl)cc1	?	nt	nt	nt	-16.7%	6.1	nt
CSCC(=O)Nc1ccc2n(c1=O)C[C@H]1C[C@@H]2CN(C(=O)COc2ccccc2)C1	19.5%[87.6 µM]	-1.2%[88.5 µM]	-11.8%[172 µM]	-14.2%[172 µM]	4.8%[87.6 µM]	-9.8	79.4µM*
Cc1ccc(S(=O)(=O)NC[C@H]2C[C@@H]3CCN2C[C@@H]3CN2CCc3ccccc32)cc1	?	?	-5.0%[172 µM]	28.2µM*	?	0.7	44.7µM*
CCCC12CN3CC(C)(CN(C1)C3c1ccccn1)C2=O (stereo unspecified)	10.1%	nt	nt	nt	0.4%	-19.3	nt
COc1cccc(-c2cnc3[nH]cc(CC(=O)N4CCN(C)CC4)c3c2)c1	-2.8%[87.6 µM]	i	20µM*	?	1.4%[87.6 µM]	-22.0	?
COc1ccccc1C(=O)N1CCC(C(=O)O)(c2ccccc2)CC1	-18.1%	i	nt	i	-5.1%	-3.5	3.4%
COc1ccc(C(=O)N2C[C@@H]3C[C@H](C2)c2c(-c4cccs4)ccc(=O)n2C3)cc1	-27.0%[87.6 µM]	2.1%[88.5 µM]	-1.6%[172 µM]	-6.7%[172 µM]	-6.7%[87.6 µM]	-1.3	-26.7%[174 µM]
O=C(NC1CCCCC1)N1C[C@@H]2C[C@H](C1)c1c(-c3ccccc3F)ccc(=O)n1C2	7.1%[87.6 µM]	i	11.1%[172 µM]	-25.2%[172 µM]	-14.0%[87.6 µM]	5.8	?
O=C(CN1CCCC1=O)NCc1ccc(F)cc1Cl	29.9%	i	?	0.5%	4.6%	-2.0	-0.9%
CN(C[C@H]1CN2CC[C@H]1C[C@@H]2CNC(=O)c1ccc(C(F)(F)F)cc1)c1ccccc1	-24.7%[87.6 µM]	1.2%[88.5 µM]	0.7%[172 µM]	28.2µM*	-12.4%[87.6 µM]	-4.8	44.7µM*
C#CCN1C(=O)[C@@H]2[C@H](c3ccccc31)[C@@H](C(=O)OCC)[C@@H](c1ccccc1)N2C(=O)c1ccco1	nt	nt	nt	31.6µM*	nt	0.4	?
CSc1ccc(/C=C/c2nc3ccccc3c(=O)n2-c2cccc(Cl)c2C)cc1	5.2%	nt	nt	nt	4.5%	9.3	nt
CN(C)[C@@H]1CN(C(=O)Cc2ccccc2)CCC1(O)c1ccccc1 (stereo partly specified)	-11.6%	3.8%	3.6%	-1.7%	8.5%	29.1	i
CC(C)NC(=O)N1[C@H]2CC[C@@H]1c1cncnc1C2	12.4%	i	1.3%	i	-1.2%	22.7	i

# Ordered by molecular weight (highest first): some entries from above.
mol	SNCA expr inh	GPT2 inhibitor	Luciferase inh	HEK293 tox	SNCA viab count	IP6K1 inhibitor	NIH3T3 tox
CN(C)Cc1cn(C[C@H]2CC3CCN2C[C@@H]3C(=O)NC2CCCCC2)nn1 (stereo partly specified)	9.6%[87.6 µM]	0.4%[88.5 µM]	-1.9%[172 µM]	-1.2%[172 µM]	-25.9%[87.6 µM]	7.3	-1.2%[174 µM]
c1ccc(CC2CN3CCCC3CN2)cc1 (stereo unspecified)	-12.2%[87.6 µM]	-2.5%[88.5 µM]	nt	i	8.2%[87.6 µM]	-5.7	-2.9%[174 µM]
CN[C@@H]1Cc2cccc3[nH]c(=O)n(c23)C1	8.9%	i	nt	nt	4.2%	nt	nt

# (continued)
mol	SNCA expr inh	GPT2 inhibitor	Luciferase inh	HEK293 tox	SNCA viab count	IP6K1 inhibitor	NIH3T3 tox
Clc1cc(I)cc(Cl)c1NC1=NCCN1	-9.4%	-12.4%	nt	nt	-0.2%	nt	nt
O=C([C@H]1CN2CC[C@H]1C[C@@H]2Cn1cc(CO)nn1)N1CCCC1	-18.4%[87.6 µM]	i	4.2%[172 µM]	i	0.0%[87.6 µM]	9.0	i
COc1ccccc1-c1cc([C@H]2CN3CC[C@H]2C[C@@H]3CNC(=O)c2cccs2)n(C)n1	-8.2%	i	0.9%	?	-5.7%	7.4	-24.2%
COc1ccc2c(c1)C1(CCN(C(=O)NC3CCCCC3)C1)C(=O)N2C (stereo unspecified)	1.8%	0.0%	-7.0%	-9.6%	?	-0.5	-13.4%
Cn1nccc1CN1CCC2(CC1)C(=O)Nc1ccccc12	-1.6%[87.6 µM]	i	nt	-26.3%[172 µM]	-7.9%[87.6 µM]	-0.9	-24.0%[138 µM]
CSCC(=O)Nc1ccc(=O)n2c1[C@@H]1C[C@@H](CN(C(=O)COc3ccccc3)C1)C2	16.9%[87.6 µM]	-19.5%[88.5 µM]	1.0%[172 µM]	0.1%[172 µM]	-0.4%[87.6 µM]	11.4	-26.9%[174 µM]
CC(=O)OC[C@]12C[C@H](OC(=O)CC(C)C)C(C)=C[C@H]1O[C@@H]1[C@H](O)[C@@H](OC(C)=O)[C@@]2(C)[C@@]12CO2	nt	2.1%[27.3 µM]	nt	nt	?	1.1	nt
CN(C[C@H]1CN2CC[C@H]1C[C@@H]2CNC(=O)c1ccccc1)c1ccccc1	-8.4%[87.6 µM]	i	0.7%[172 µM]	?	-9.3%[87.6 µM]	12.3	?
COc1ccc(C(=O)N2[C@H]3CC[C@@H]2c2cnc(-c4ccc(F)cc4)nc2C3)c(OC)c1	-25.9%	-7.8%	-20.9%	?	3.8%	0.3	?
COC(=O)N1CCC2(CC1)C(=O)NN=C2c1cccnc1	-5.2%[87.6 µM]	i	-5.7%[172 µM]	?	8.5%[87.6 µM]	0.3	-16.4%[138 µM]
CCOC(=O)c1ccnc2cc(C(OCCN3CCCCC3)c3ccccc3Cl)sc12 (stereo unspecified)	nt	-9.9%	nt	nt	?	-13.9	nt
CC(C)(C)c1ccc(C(=O)Nc2ccc(Cl)cc2C(=O)c2ccccc2)cc1	?	nt	nt	nt	-4.2%	7.6	nt

# Bioassay records from PubChem BioAssay.
